M1 antagonist: blocks the rat M1 muscarinic receptor response to acetylcholine | P08482 | CHO-M1 cells, Fluo-4 calcium, ACh EC80 antagonist mode; hits give low values | 3.4% of 64,000 active | AID 628 | B-score at 10 µM;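 active = calcium fluorescence response, raw or row-and-column corrected B-score, differing from the plate sample mean either way at a set confidence level, mostly lower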
Target sequence (P08482 whole entry, looked up): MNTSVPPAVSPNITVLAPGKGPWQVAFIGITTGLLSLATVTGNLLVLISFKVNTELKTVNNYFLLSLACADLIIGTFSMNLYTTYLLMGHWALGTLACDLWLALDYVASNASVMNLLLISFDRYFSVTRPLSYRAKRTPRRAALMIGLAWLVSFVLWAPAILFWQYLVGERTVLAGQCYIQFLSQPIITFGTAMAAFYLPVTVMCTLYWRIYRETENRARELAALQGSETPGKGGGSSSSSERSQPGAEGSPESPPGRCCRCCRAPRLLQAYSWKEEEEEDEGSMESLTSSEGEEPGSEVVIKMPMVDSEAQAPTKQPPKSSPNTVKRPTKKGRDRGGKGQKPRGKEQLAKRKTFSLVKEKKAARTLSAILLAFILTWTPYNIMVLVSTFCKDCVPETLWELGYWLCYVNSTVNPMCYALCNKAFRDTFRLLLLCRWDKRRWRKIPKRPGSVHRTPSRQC
Ecoli tolC: growth inhibitors of E. coli BW25113 tolC mutant | OD615 | growth inhibition, % at 10 µM (by protocol) | 2.2% of 65,000 active;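 active = growth inhibition at or above a cutoff equal to the mean over every tested compound plus 3 SD, cut at about 60% in these data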;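 note: growth measured after 20 h incubation at 37 °C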
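Test system: E. coli BW25113 ΔtolC::kan bacteria; incubation: 37 °C, 20 h exposure; medium: LB broth supplemented with 50 µg/mL kanamycin; read-out basis: percent growth inhibition; signal: A615 absorbance measurement; compound: 10 µM final, single dose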
SF-1 act: activates the human nuclear receptor SF-1; AID 522; 1.9% of 65,000 active; activation, % at 10 µM; Q13285; CHO-K1 Gal4-SF-1 LBD luciferase reporter; % increase over DMSO SF-1-specific signal;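 active = activation above the mean activation of all tested compounds plus 3 SD, cut at about 50% in these data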
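Assay system: CHO-K1 cells co-transfected with Gal4 DBD–human SF-1 LBD, 5xGal4 luciferase reporter / Input: 4,000 cells per well / Incubation: 20 h compound exposure at 37 °C after 1 h cell settling / Detection: SteadyLite luciferase luminescence / Control set: DMSO negative control and −SF1 background wells / Replication: one test per compound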
Jurkat tox 60K: cytotoxicity toward Jurkat cells; Jurkat E6.1 viability, ATP luminescence, 48 h; inhibition, % at 4 µM; 1.2% of 56,000 active; AID 463;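 active = inhibition above the mean inhibition of all tested compounds plus 3 SD, cut at about 28% in these data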
M1 agonist: activates the M1 muscarinic receptor | B-score at 10 µM | 3% of 64,000 active | CHO-M1 cells, Fluo-4 calcium fluorescence, agonist mode; hits give high values;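 active = fluorescence rise, raw or as B-score row- and column-corrected plate score, outside the 99.7% band of its plate's samples, either direction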
TNAP act DEA: human TNAP activation, intermediate phosphate acceptor; purified TNAP, CDP-star luminescence, 100 mM DEA, 30 min; hits give high values; scale: 0 levamisole-inhibited, 1 vehicle-only enzyme; activation factor at 20 µM; P05186; 64,000 tested, under 10 active;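 active = activation factor of at least 2 at 20 µM, relative to controls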
NADH enzymes: inhibition of NAD/NADH coupling enzymes, library profiling | coupled PK/LDH NADH assays, four targets | IC50, µM (titrated, usually from 10 µM), for inactives: at the top dose inhibition | 0.02% of 65,000 active;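 active = single-dose screening hits from any of four coupled enzyme assays that gave an IC50 when retested across doses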;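 note: the DPM-DC format reads NADH fluorescence rather than 340 nm absorbance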
HEK293 NFkB inh: lowers PMA/ionomycin-induced NF-kB signal in HEK293 cells. HEK-293 NF-kB luciferase reporter, luminescence. AID 465. inhibition, % at 3 µM. 0.21% of 62,000 active;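 active = inhibition above the mean of all tested compounds plus 3 SD, cut at about 40% in these data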;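 note: 0% = stimulated DMSO wells and 100% = 10 µM reference inhibitor 5653914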
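System – HEK-293 cells with stable firefly luciferase reporter driven by four HIV NF-kB elements · Doses – one dose, 3 µM · Schedule – 1 h compound pre-incubation, 16 h PMA/ionomycin at 37 °C · Technique – luminescence from luciferase substrate reagent · Measure – percent inhibition normalized per plate to DMSO and reference-inhibitor controls · Replicates – tested once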
D1 allo mod: D1 dopamine receptor (human) allosteric modulation. B-score at 10 µM. HEK293 D1, CRE-luciferase, dopamine EC30 potentiation; actives deviate in either direction. P21728. AID 641. 5.9% of 58,000 active;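 active = luminescence count or its row- and column-corrected plate score outside the 99.7% band of the plate's sample wells, on either side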
Target sequence (P21728 whole entry, looked up): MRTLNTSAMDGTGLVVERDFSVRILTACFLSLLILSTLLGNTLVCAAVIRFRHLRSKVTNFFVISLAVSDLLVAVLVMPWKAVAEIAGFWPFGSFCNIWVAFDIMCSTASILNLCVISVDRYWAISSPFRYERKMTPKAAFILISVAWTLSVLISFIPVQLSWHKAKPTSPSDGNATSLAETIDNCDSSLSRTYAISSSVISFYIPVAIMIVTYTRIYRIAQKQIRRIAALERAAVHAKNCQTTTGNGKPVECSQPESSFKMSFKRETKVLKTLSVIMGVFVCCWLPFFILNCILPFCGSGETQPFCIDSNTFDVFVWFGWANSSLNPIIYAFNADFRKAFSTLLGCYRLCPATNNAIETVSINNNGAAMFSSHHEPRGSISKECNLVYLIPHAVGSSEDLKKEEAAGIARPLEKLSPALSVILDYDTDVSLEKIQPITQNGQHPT
Active calls of the source: *; . = no result given; [ ] = remark or other dose. Hits appear at their usual frequency; about 15% have a hit in one of these screens.

SMILES	M1 antagonist	Ecoli tolC	SF-1 act	Jurkat tox 60K	M1 agonist	TNAP act DEA	NADH enzymes	HEK293 NFkB inh	D1 allo mod
COc1ccc(CNC(=O)C2CC=CCC2C(=O)O)cc1OC (configuration not stated)	-0.51	5	-5	0	-0.44	0.9	0%	1	.
COc1cc(C2C(C#N)=C(C)NC3=C2C(=O)CC(C)(C)C3)ccc1O (configuration not stated)	0.11	-7	2	5	0.46	0.9	1%	10	-0.016
COC(=O)CSc1nc2ccccc2n1CC(=O)N(C(C)C)C(C)C	0.53	-9	9	-12	1.5	1	7%	2	0.16
COC(=O)CSc1nc2ccccc2nc1SCC(=O)OC	-0.98	7	-1	.	0.2	0.8	4%	14	2.6
Nc1nnn(Cc2ccccc2)n1	-0.36	-22	15	-10	-0.32	0.8	2%	11	0.99
COc1cc2c(cc1OC)C(C(=O)NC1CC1)C1c3ccccc3CCN1C2=O (configuration not stated)	0.58	-9	2	0	-0.44	0.9	0%	2	0
COc1ccc(Br)cc1CN1CCCC(C(=O)N2CCCCCC2)C1 (configuration not stated)	-3.1*	-10	-20	4	-1.6	1	15%	14	-0.62
O=S(=O)(NCCSc1nnc(-c2ccco2)n1-c1ccccc1)c1ccccc1	0.74	12	5	-4	1.2	0.9	5%	2	11*
O=C(c1ccc2c(c1)OCO2)N1CCCc2ccccc21	0.62	7	-2	11	-0.68	1	4%	14	-0.11
Clc1ccc(-n2ncc3c(NCCN4CCOCC4)ncnc32)cc1	0.094	-2	-7	-4	0.039	.	3%	4	-2.5
CCCS(=O)(=O)N1CCN(C(=O)c2cccnc2)CC1	0.51	-11	7	-4	0.36	0.9	3%	10	-0.015
COc1ccc(-c2cc(C(=O)Nc3cccc(C(C)=O)c3)no2)cc1	-1.5	-6	-8	.	0.79	0.9	8%	6	.
COc1cccc(-n2c(SCC(=O)Nc3cc(C)on3)nc3ccccc3c2=O)c1	-0.92	12	6	4	-0.75	0.9	7%	25	0.85
CC(C)Sc1nnc(-c2c[nH]c3ccccc23)n1C	-0.02	7	41	1	-0.095	0.9	2%	-15	0.017
O=C(Nc1ccccc1C(=O)OCc1nnc(-c2ccccc2)o1)c1ccco1	1.4	6	-7	-4	0.79	0.9	9%	8	1.9

Complete entries, looked up by structure. Screens in order: M1 antagonist | Ecoli tolC | SF-1 act | Jurkat tox 60K | M1 agonist | TNAP act DEA | NADH enzymes | HEK293 NFkB inh | D1 allo mod
Listed for `CCCS(=O)(=O)N1CCN(C(=O)c2cccnc2)CC1` → 0.51 | -11 | 7 | -4 | 0.36 | 0.9 | 3% | 10 | -0.015
Listed for `COc1ccc(-c2cc(C(=O)Nc3cccc(C(C)=O)c3)no2)cc1` → -1.5 | -6 | -8 | . | 0.79 | 0.9 | 8% | 6 | .

Further structures.
SMILES	M1 antagonist	Ecoli tolC	SF-1 act	Jurkat tox 60K	M1 agonist	TNAP act DEA	NADH enzymes	HEK293 NFkB inh	D1 allo mod
CC1(C)Cc2c(sc3ncn4nc(-c5ccco5)nc4c23)CO1	0.28	18	-14	.	-0.18	0.9	6%	.	5.9*
O=C(c1ccccc1)c1cc(F)c(N2CCOCC2)cc1Cl	-0.8	15	5	-1	-1.1	0.9	3%	14	2.7
CC1CN(CCC(=O)Nc2ccc3c(c2)CCC3)CC(C)O1 (configuration not stated)	-0.38	-9	-6	.	0.13	0.9	3%	10	0.046
COc1ccc(C/C(N)=N/n2cnnc2)cc1	.	-23	-14	-4	.	0.9	2%	-10	2.1
C=CCn1c(=S)[nH]c2ccccc2c1=O	-0.5	2	13	.	0.17	0.9	1%	.	.
CCn1cc(C(=O)N2CC(C)CC(C)C2)c(=O)c2cc(S(=O)(=O)N(C)C)ccc21 (configuration not stated)	0.61	-26	-26	0	0.14	0.9	6%	13	0.11
CN(CCCCCC(=O)/C=N/O)Cc1ccccc1	-0.21	-2	-3	.	-0.91	0.9	3%	.	.
Cc1nc2c([nH]c3ccc(Br)cc32)s1	0	-13	2	4	0.5	0.9	11%	22	.
CCOc1ccc(C(=O)Nc2ccc(NC(=O)c3ccco3)c(Cl)c2)cc1Br	.	-19	-24	5	.	0.9	4%	22	.
c1ccc(-c2csc(N3CCN(c4ccccn4)CC3)n2)cc1	0.019	88*	37	5	0.099	1	6%	-6	0.8
C=CCn1c(=O)c2c3c(sc2n2c(Nc4ccc(OC)cc4)nnc12)CCCC3	0.43	15	11	-3	0.12	0.9	1%	11	2.6
Cc1nc2ccc(NC(=O)Cc3cccs3)cc2s1	-0.0021	2	80*	-4	-0.024	0.9	7%	-20	.
Cc1cc(N2C(=O)CC(N3CCN(C(c4ccccc4)c4ccccc4)CC3)C2=O)no1 (configuration not stated)	-0.8	5	-19	-8	-0.65	0.8	6%	0	-0.12
COc1ccc(CCNC(=O)C2(C)CCC(=O)N2CCC(C)C)cc1OC (configuration not stated)	0.29	-1	2	-11	2.6	1	3%	0	0.27
OCc1nc2ccccc2n1C/C=C/c1ccccc1	1.1	8	-5	0	-1.1	1	3%	11	-0.78
CCOCCCNS(=O)(=O)c1ccc2c(c1)oc(=O)n2CC(=O)OCC	-0.73	-9	-3	-2	-0.24	1	3%	17	-0.052
Cc1cc(C)cc(N(CC(=O)Nc2c(C)n(C)n(-c3ccccc3)c2=O)S(C)(=O)=O)c1	-0.0073	-19	-10	-5	0.41	0.9	1%	19	-0.31
Cn1cccc1Cc1nnc(SCC(=O)N2CCCCCC2)n1-c1ccc(F)cc1	0.58	3	-2	4	-0.38	0.9	1%	5	0.11
CCN(CC)S(=O)(=O)c1ccc2c(c1)c(=O)c(C(=O)N1CCN(c3ccccc3)CC1)cn2C	0.65	12	-1	3	0.082	0.9	3%	5	-0.025
O=S(=O)(NCCSc1nnnn1-c1ccccc1)c1cccs1	1.1	9	54*	0	-1.1	0.9	8%	5	0.007
c1ccc(-n2ncc3c(N4CCCCC4)ncnc32)cc1	0.071	16	-69	4	0.015	0.9	1%	14	-6.9*
COc1ccccc1N1CCN(Cc2nc(N)nc(Nc3ccccc3)n2)CC1	-0.42	11	-5	13	-0.087	0.9	6%	10	0.1
C=CCSc1nnc(NC(=O)c2cccc(S(=O)(=O)N3CCOCC3)c2)s1	-0.064	26	-6	9	-0.49	0.9	8%	7	-0.056
CCOC(=O)C1CCN(C(=O)CSc2ccccc2)CC1	-0.4	-5	-11	-7	0.053	0.9	0%	-7	0.66
COc1ccc(CCNC(=O)c2ccc(CNc3c(N4CCOCC4)c(=O)c3=O)cc2)cc1OC	-1	-10	12	-5	-0.44	0.9	7%	4	0.82
Cc1ccc(CNC(=O)CS(=O)Cc2nc(-c3ccccc3C)oc2C)cc1 (configuration not stated)	-0.26	16	-9	-3	0.81	1	4%	16	0.024
Cc1ccccc1CNS(=O)(=O)c1ccc2c(c1)OCCO2	-0.12	13	-11	-1	-0.16	0.9	3%	4	0.83
CCc1c(C)c2ccc(OCC(=O)N(C)C)c(C)c2oc1=O	-0.55	-1	6	.	0.57	1.1	10%[fluoresces]	1	0.43
CCOC(=O)c1sc2nc(C)cc(C)c2c1N	0.21	-8	39	6	0.05	0.9	4%[fluoresces]	1	1.3
CCCOc1ccc(S(=O)(=O)NCCN2CCOCC2)c2ccccc12	0.54	11	-2	-1	-0.73	0.9	6%	6	0.23
Clc1cccc(OCCN2CCOCC2)c1	0.028	.	2	-4	0.025	0.9	6%	7	0.4
CCCNC(=O)c1cc(S(=O)(=O)N2CCc3ccccc32)ccc1F	0.037	-1	-14	8	-0.32	1	4%	3	0.91
CCCCCSc1nnc(C)c(=O)[nH]1	.	-1	1	-1	.	1	2%	14	.
CCCC(=O)N1CC2(CCC)CN(C(=O)CCC)CC(CCC)(C1)C2=O	0.52	-6	16	0	-0.18	1	5%	20	0.25
CN(C)c1oc(COc2ccc(F)cc2)nc1C#N	1	4	-3	-3	0.21	1	5%	7	0.19
CC(C)CC(c1nnnn1Cc1ccccc1)N1CCN(C(=O)c2ccco2)CC1 (configuration not stated)	-1.7	8	-1	4	-0.059	0.9	7%	8	-0.91
COc1ccc(OCC(O)Cn2c(Nc3cccc(C)c3)nc3c2c(=O)n(C)c(=O)n3C)cc1 (configuration not stated)	-0.41	5	10	.	0.31	0.9	4%	.	-0.17
COc1ccc(Cl)cc1NC(=O)CSc1nnc(Cc2cccn2C)n1-c1ccc(F)cc1	0.1	16	12	-4	0.61	0.9	3%	4	0.073
CC(CCc1ccc(O)cc1)N(C)CCc1ccccc1 (configuration not stated)	-3.1*	-11	20	5	0.79	1	16%	-2	-2.9
Cc1cc(NC(=O)CCCN2C(=O)c3cccnc3C2=O)no1	0.15	-8	-11	-4	-0.28	0.8	2%	21	1.1
O=C(CS(=O)(=O)Cc1ccccc1)Nc1nc2ccccc2s1	0.0016	20	4	.	0.078	0.9	2%	9	0.11
CCc1ccc2[nH]c(=O)c(C(c3nnnn3CCOC)N3CCN(c4ccccc4)CC3)cc2c1 (configuration not stated)	1.5	13	-6	0	0.56	0.8	14%	-8	-0.72
CCOP(=O)(c1c(F)c(F)c(F)c(F)c1F)C(O)c1ccccc1 (configuration not stated)	-1.1	-11	-13	4	-1	0.9	7%	-4	-0.4
CCOc1ccccc1C1C(C(=O)Nc2ccccc2OC)=C(C)Nc2nc(CCCO)nn21 (configuration not stated)	-0.32	-17	-8	-7	0.012	0.9	6%	-18	.
CC1CC1C(=O)OCc1cc(=O)n2cc(Br)ccc2n1 (configuration not stated)	0.061	11	55*	-2	-0.23	1	6%	3	-2.2

2 records drawn at random from those above, as already listed:
SMILES	M1 antagonist	Ecoli tolC	SF-1 act	Jurkat tox 60K	M1 agonist	TNAP act DEA	NADH enzymes	HEK293 NFkB inh	D1 allo mod
O=C(CS(=O)(=O)Cc1ccccc1)Nc1nc2ccccc2s1	0.0016	20	4	.	0.078	0.9	2%	9	0.11
CCCC(=O)N1CC2(CCC)CN(C(=O)CCC)CC(CCC)(C1)C2=O	0.52	-6	16	0	-0.18	1	5%	20	0.25

Continuation.
SMILES	M1 antagonist	Ecoli tolC	SF-1 act	Jurkat tox 60K	M1 agonist	TNAP act DEA	NADH enzymes	HEK293 NFkB inh	D1 allo mod
CC12C(=O)N(c3ccccn3)C(=O)C1C1C=CC2C1 (configuration not stated)	-0.39	-2	22	1	0.84	1	4%	2	-0.97
O=C(O)CCc1ccc(-c2cccs2)n1NC(=O)c1ccco1	-0.1	-10	6	-5	-0.22	0.9	3%	0	0.52
CC1(C)CC(=O)C=C(NCCO)C1	-0.5	9	-6	.	-0.06	0.8	8%	.	.
Cc1ccc(C)c2nc(N3CCCC3)c(C#N)cc12	-0.11	4	4	.	-0.044	1	12%	19	1.5
O=C1c2oc3ccccc3c(=O)c2C(c2cccnc2)N1Cc1ccco1 (configuration not stated)	-2.6	.	-15	3	0.41	0.9	2%	21	.
COC(=O)C1=C(N)Oc2cc(C)oc(=O)c2C1c1cccnc1 (configuration not stated)	0.17	0	6	5	0.012	0.9	3%	5	-1.2
COc1cc(C2NC(=O)NC(c3ccccc3)=C2C(C)=O)ccc1OCC#N (configuration not stated)	0.34	12	-5	7	0.078	0.9	1%	25	1.8
COC(=O)c1ccccc1S(=O)(=O)N(CCCO)Cc1cc2c(C)ccc(C)c2[nH]c1=O	0.24	5	15	-3	2.3	0.8	2%	16	0.5
COc1ccc(CCNC(=O)c2noc3c2CCCC3)cc1OC	0.3	0	-8	-1	0.74	0.9	11%	5	1.1
COCCNC(=O)CN(c1ccc(C)cc1)S(=O)(=O)c1ccccc1	0.029	-7	-7	4	0.25	1	6%	21	0.13

Screening results: PubChem BioAssay, several laboratories
